Sm TGR block: S. mansoni TGR enzyme inhibition | AID 485364 | Potency, µM (doses to about 114 µM), for inactives: top-dose activity change, negative = inhibition, most hits filed as inhibitors | purified TGR, DTNB reduction, TNB absorbance 405 nm | 360,000 tested, 3% active | Q962Y6; also: potency is read from the fitted curve at half-maximal effect; nearly all actives have a fitted effect of over 60% in size
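TGR 20 nM + NADPH 100 uM (dispensed conc.), cpd preinc 15 min RT; start with NADPH (500 uM addition) then DTNB (15 mM addition). Kinetic TNB absorbance, 405 nm filter. Four-parameter Hill fit across titration.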
AMA1-RON2 inh: disrupts binding of P. falciparum AMA1 to RON2 | 360,000 tested, 0.2% active | AlphaScreen AMA1-biotinylated RON2 peptide binding | Potency, µM (top dose mostly 58.2 µM), for inactives: at the top dose activity change, negative = inhibition, hits mostly inhibitors;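 also: potency is read from the fitted curve at half-maximal effect; 0% = vehicle wells and -100% = peptide control; nearly all actives have a fitted effect of over 45% in size; some results filed as inactive show a strong effect at the top dose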
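AMA1 (3D7) with his tag at 25 nM final met compounds first, then biotinylated RON2 peptide at 25 nM; detection used donor plus acceptor beads, 10 µg/mL apiece, read by AlphaScreen after 30 min at room temperature.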
FBPA Giardia inh: blocks Giardia fructose-bisphosphate aldolase activity; A8B2U2; purified Giardia FBPA; Potency, µM (series often up to 59.6 µM), without a hit: top-dose activity, negative = inhibition, actives largely listed as inhibitors; 290,000 tested, 0.71% active; AID 2451; also: potency is read from the fitted curve at half-maximal effect; nearly all actives have a fitted effect of over 55% in size
Target sequence (A8B2U2 whole entry, looked up): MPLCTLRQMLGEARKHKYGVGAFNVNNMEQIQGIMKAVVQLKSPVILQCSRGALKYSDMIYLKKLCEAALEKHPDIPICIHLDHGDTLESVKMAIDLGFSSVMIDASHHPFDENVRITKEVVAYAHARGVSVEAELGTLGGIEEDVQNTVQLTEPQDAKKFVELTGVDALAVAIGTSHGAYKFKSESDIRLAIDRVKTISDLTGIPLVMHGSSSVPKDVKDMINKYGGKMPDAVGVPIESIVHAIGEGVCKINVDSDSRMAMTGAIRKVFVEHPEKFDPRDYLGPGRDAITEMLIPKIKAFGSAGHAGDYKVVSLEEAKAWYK
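Giardia FBPA (40 nM reagent) was preincubated 10 min at RT with compound (up to 57.5 uM final), then substrate plus GAPDH/TPI/NAD/arsenate coupling system with diaphorase/resazurin was added; resorufin fluorescence (525/598 nm) was read after 20 min.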
AmpC inh detg: inhibitors of E. coli AmpC beta-lactamase with detergent; 370,000 tested, 0.041% active; P00811; AmpC hydrolysis of nitrocefin, absorbance 480 nm, 0.01% Triton; AID 485294; Potency, µM (doses to about 114 µM), without a hit: top-dose activity change, negative = inhibition, usual class: inhibitors;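 also: potency is read from the fitted curve at half-maximal effect; 0% = no-compound wells and -100% = no-enzyme wells; nearly all actives have a fitted effect of over 25% in size; some results filed as inactive show a strong effect at the top dose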
Target sequence (P00811 whole entry, looked up): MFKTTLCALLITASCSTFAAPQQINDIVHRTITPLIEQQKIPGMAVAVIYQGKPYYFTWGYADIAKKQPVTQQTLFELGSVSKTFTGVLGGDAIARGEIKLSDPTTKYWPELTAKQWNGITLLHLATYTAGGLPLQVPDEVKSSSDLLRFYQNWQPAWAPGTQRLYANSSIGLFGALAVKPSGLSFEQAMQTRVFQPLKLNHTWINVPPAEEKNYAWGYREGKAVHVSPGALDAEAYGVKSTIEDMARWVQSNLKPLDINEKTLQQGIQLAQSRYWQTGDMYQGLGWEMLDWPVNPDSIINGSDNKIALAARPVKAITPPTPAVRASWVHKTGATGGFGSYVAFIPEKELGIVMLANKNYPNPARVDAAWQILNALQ
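20 mM phosphate pH 7.0 + 0.01% (detergent screen) or 0.0001% Triton X-100; 5.3 nM AmpC reagent; cpd preinc 15 min RT; nitrocefin (800 uM stock) to start; A480 q20 s × 4 min; Activity was normalised to no-enzyme and no-compound control wells.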
HCMV antiviral: blocks human cytomegalovirus replication. HFF cells, HCMV-luciferase reporter, 72 h; stronger effect = lower value. activity change, negative = inhibition, % at 57.5 µM. 410,000 tested, 4.5% active. AID 1259415; in the data active = activity change below about -60%; inconclusive = no clear call, values can overlap the other calls; inactive = above about -39%
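Luciferase read-out from HCMV-luciferase-infected HFFs (MOI 1 PFU/cell) 72 h post infection at 37C; compounds added after 16 h cell attachment; activity normalized between buffer-only basal and Salinomycin (10uM) inhibitor controls.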
AmpC no deterg: blocks E. coli AmpC beta-lactamase in detergent-free assay; 330,000 tested, 0.52% active; P00811; AmpC nitrocefin hydrolysis, absorbance 480 nm, 0.0001% Triton; AID 485341; Potency, µM (series often up to 57.1 µM), without a hit: at the top dose activity change, negative = inhibition, hits mostly inhibitors;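 also: potency is read from the fitted curve at half-maximal effect; plate controls were no compound for no effect and no enzyme for full effect; nearly all actives have a fitted effect of over 20% in size; some results filed as inactive show a strong effect at the top dose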
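20 mM phosphate pH 7.0 + 0.01% (detergent screen) or 0.0001% Triton X-100; 5.3 nM AmpC reagent; cpd preinc 15 min RT; nitrocefin (800 uM stock) to start; A480 q20 s × 4 min; Activity was normalised to no-enzyme and no-compound control wells.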
Numbers without * were called inactive; ? = inconclusive; · = not tested or not shown; & = joins results of further samples; [ ] = another dose, or the depositor's remark. Unless noted, calls follow the shape of the dose curve; as a rule, active = well fitted curve in the direction sought with a large enough effect; inconclusive = small, poorly fitted or top-dose-only effect, or another doubt; inactive = no such curve, though single readings can be large; an effect the other way counts as inactive or inconclusive. Unless noted, % is scaled to controls: 0 for no effect and ±100 for the full control effect.

SMILES | Sm TGR block | AMA1-RON2 inh | FBPA Giardia inh | AmpC inh detg | HCMV antiviral | AmpC no deterg
CC(Oc1ccc2ccc(=O)oc2c1)C(=O)NCCCn1ccnc1 (stereo unspecified) | -3% | -6% | -20% | 1% | -26 | -5%
Cn1cc(CN2CCN(Cc3cccnc3)CC2)c(-c2ccc3c(c2)OCCO3)n1 | 2% | 13% | 3% | 4% | 20 | 2%
Cc1ccc(NC(=O)CN(CCc2ccccc2)S(=O)(=O)c2ccccc2)c(C)c1 | 5% | · | · | 1% | -12 | ·
O=C(NCCNC(=O)c1ccccc1F)c1ccco1 | -10% | 0% | 13% | 2% | 1 | -7%
O=C(CSc1nnc2ccc(-c3ccccn3)nn12)NCCc1ccccc1 | 1% | -20% | · | 0% | -23 | -8%
CCC(=O)N1CCc2cc(S(=O)(=O)CCC(=O)NCCc3ccccc3)ccc21 | -14% | 0% | 5% | -7% | 4 | 14%
O=C(CCC(=O)OCc1ccc(Cl)cc1)Nc1ccccc1 | 47%[activator] | 5% | 5% | ? | ? | 18%
CCCC(CCC)C(=O)Nc1nnc2n1CCS2 | -2% | · | · | -10% | 0 | ·
COc1ccc(NC(=O)c2cc(-c3ccccc3F)no2)cc1 | -15% | · | · | 22% | 6 | ·
CCc1ccc2ncc3c(-c4ccccc4)nn(-c4ccccc4)c3c2c1 | -5% | · | · | -7% | -18 | ·
C/C(=N/NC(=O)CNC(=O)c1ccc2c(c1)OCO2)c1ccc2c(c1)CCCC2 | -8% | -23% | 2% | -5% | -37 | -18%
COC(=O)c1cc(C)sc1NC(=O)CCc1ccccc1 | 2% | 13% | 5% | 1% | 17 | -22%
COc1ccc(C(=O)NCC(=O)N/N=C/C(C)=C/c2ccccc2)cc1OC | -2% | 11% | 4% | ? | 48 | 14%
COc1ccc(N(CC(=O)N2CCN(c3ccc(F)cc3)CC2)S(=O)(=O)c2c(C)n[nH]c2C)cc1 | -7%&17% | -6% | 1% | -3%&1% | ? | 144%[activator]
Cc1c(N2C(=O)c3cccc4cccc(c34)C2=O)cnn1C | 6% | 0% | -1% | 1% | 4 | 7%
Cc1cc(C)nc(N2CCCC(C(=O)NC(C)C)C2)n1 (stereo unspecified) | · | -2% | 1% | 2% | -27 | -12%
Cc1ccc2nc(SCc3cn4c(C)cc(C)nc4n3)[nH]c2c1 | 4% | · | 9% | 3% | · | -17%
CCCCNC(=S)N1CCN(c2ccc(C(C)=O)cc2)CC1 | -3% | 0% | 2% | -14% | -13 | -5%
CCC(C)(C)n1nnnc1C(c1ccc(OC)c(OC)c1)N1CCN(C(=O)c2ccco2)CC1 (stereo unspecified) | -29% | 13% | ? | -6% | -20 | 37%
COc1cccc(OC)c1C(=O)NC(=S)Nc1cccc(NC(=O)c2ccco2)c1 | -18% | 23% | 2% | -11% | -61* | -9%
Cc1nn(-c2ncc(C(F)(F)F)cc2Cl)c(=O)n1-c1ccccc1 | 4% | 0% | -1% | 0% | -16 | -10%
COc1cccc(NC(=O)C2CC(=O)N(c3ccc(Br)cc3)C2)c1 (stereo unspecified) | -1% | · | · | 1% | -11 | ·
COc1ccc2oc(=O)c(C(=O)OCc3ccccc3)cc2c1 | -9% | 2% | 5% | -12% | ? | -24%
O=C(NCCN1CCOCC1)c1ccc(CS(=O)(=O)c2c(Cl)cccc2Cl)o1 | ? | 7% | 0% | -14% | -24 | -2%
COCCCNC(=O)CC1C[C@H](C(=O)N2CCOCC2)[C@@]2(C)c3[nH]c4ccccc4c3CCN2C1=O (stereo partly specified) | · | -2% | · | · | -7 | 19%
Cc1cccc(COCC(Cc2ccccc2)N2CCN(C(=O)c3cccc(C)c3)CCC2=O)c1 (stereo unspecified) | -12% | 4% | -7% | -8% | 27 | 124%[activator]
COc1ccccc1NC(=O)Cn1nc2c3cc(F)ccc3n(Cc3cccc(C)c3)cc-2c1=O | -2% | · | · | 15% | 3 | ·
CC1(C)Oc2ccc3ccc(=O)oc3c2/C(=C/NNC(N)=O)C1=O | 1% | 109%[activator] | 9% | -6% | -95* | -18%
CC1(c2nnc(-c3cccc(Cl)c3)o2)CC(c2ccccc2Br)=NO1 (stereo unspecified) | -14% | 6% | 4% | -18% | ? | 1%
CC(C)(C)C1=NN(c2ccc([N+](=O)[O-])cc2)C(c2ccccc2)C1 (stereo unspecified) | 5% | -21% | 0% | 4% | 4 | -35%
Cc1ccc(S(=O)(=O)N2CCOCC2)cc1NC(=O)CSc1ncccn1 | 6% | -7% | · | -14% | -6 | -21%
CN(C)c1cccc(NC(=O)c2cccc3ccccc23)c1 | -24% | ? | -11% | -5% | 144 | -41%
CCC(C)(C)C1CCc2[nH]nc(C(=O)NCc3ccc(OC)cc3)c2C1 (stereo unspecified) | -1% | 15% | · | -8% | ? | -8%
S=c1[nH]nc(-c2ccc(Cl)cc2Cl)n1-c1ccccc1 | 5% | 153%[activator] | 20% | 2% | 55 | -25%
O=C(O)Cc1n[nH]c(=O)c2ccccc12 | 0% | -13% | 5% | -7% | -1 | -11%
O=C1NCCCC1C(=O)N1CCN(C(c2ccccc2)c2ccccc2)CC1 (stereo unspecified) | 0% | 0% | -4% | -9% | -3 | 55%
Cc1c(OCc2ccccc2)cccc1OCc1ccccc1 | -2% | 172%[activator] | 1%[12.9 µM] | ? | -19 | -7%
CCOCCc1nn2c(=O)cc(COC(=O)c3ccccc3NC(=O)c3ccccc3F)nc2s1 | 0% | · | · | 13% | 9 | ·
Cc1ccc(-n2c(=O)c3cc4c(=O)n(-c5ccc(C)c(C)c5)c(=O)c4c(C(=O)c4ccc(C(=O)O)cc4)c3c2=O)cc1C | -9% | -7% | ? | 3% | 18 | -9%
CCN(CC)c1ccc(NC(=O)/C=C/c2cc(Br)ccc2OC)cc1 | -8% | ? | -3% | -11% | 9 | -36%
Cc1sc2ncnc(NC(C)C(=O)O)c2c1C (stereo unspecified) | 2% | 4% | 5% | -3% | -8 | -38%
CC1=C(c2ccc(C)c(C)c2)S(=O)(=O)N=C1N1CCC(C(=O)NC(C)Cc2ccco2)CC1 (stereo unspecified) | -1% | · | · | 13% | -7 | ·
COC(=O)c1ccncc1C(=O)Nc1ccc(OC)cc1 | 1% | -9% | 2% | 0% | · | -9%
CCOC(=O)C1=C(N)Oc2cc(C)n(C)c(=O)c2C1c1ccncc1 (stereo unspecified) | 4% | -4% | -2% | -3% | 4 | -9%
Cc1nc(SCC(=O)NCCc2ccccc2)n[nH]1 | 0% | -11% | -1% | ? | 22 | -9%
O=C(Cn1nc(Cl)nc1Cl)Nc1ccccc1 | 12% | 6% | 10% | ? | -15 | -17%
CCN(CC)CCN(C(=O)c1ccc([N+](=O)[O-])cc1)c1nc2c(OC)cccc2s1 | -4% | 2% | -1% | 5% | -15 | -15%
Cn1c(SCC(=O)N/N=C/C=C\c2ccco2)nc2ccccc21 | 22µM* | ? | -23% | -2% | -30 | -9%
COC(=O)c1ccc(NC(=O)CC2C(=O)N(c3ccccc3)C(=O)N2Cc2ccc(F)cc2)cc1 (stereo unspecified) | -13% | · | · | -2% | -20 | ·
CCCNC(=O)CSc1ccc(S(=O)(=O)N2CCCCC2)cn1 | -1% | -10% | · | ? | -7 | -30%
CC(C)N(Cc1ccccc1)C(=O)CN1C(=O)COc2ccc(S(=O)(=O)N3CCCCCC3)cc21 | 4%&1% | -4% | -3% | 0%&-7% | -81* | 122%[activator]
O=C(O)CSC1=NC(=Nc2cccc(Cl)c2)C2(CCCCC2)N1c1ccccc1 | -6% | 6% | 10% | ? | -25 | -25%
COc1cccc(-c2nn(C)c3sc(C(=O)NCCc4cccc(C)c4)cc23)c1 | -2% | · | · | 4% | -69* | ·
O=C(NCc1cccs1)c1ccc([N+](=O)[O-])cc1Cl | -36% | -6% | 3% | 0% | -8 | -12%
O=C(C1CCOCC1)N1CCCC(N2CCN(c3ccc(F)cc3)CC2)C1 (stereo unspecified) | 1% | 13% | · | ? | -3 | 16%
COC(=O)c1ccc2nc(NC(=O)CN3C(=O)CCC3=O)sc2c1 | 4% | -7% | 1% | ? | 44 | -19%
CCN(CC)c1ccc(C(=O)NNC(=O)CN2C(=O)NC(C)(c3ccccc3)C2=O)cc1 (stereo unspecified) | -12% | 68%[activator] | · | ? | 35 | -24%
COc1cccc(N(CC(=O)NC2CCCC2)C(=O)CCC(=O)Nc2cc(C)on2)c1 | -4% | -5% | -2% | ? | 8 | -8%
O=C(NC1CCCC1)c1cc(-c2cccc(Cl)c2)on1 | 3% | 7% | 6% | -11% | 23 | -22%
CCCCc1ccc(S(=O)(=O)Nc2ccc(C)c(NS(C)(=O)=O)c2)cc1 | -4% | 6% | 11% | 9% | -31 | -29%

Reprinted at random: four compounds from above.
SMILES | Sm TGR block | AMA1-RON2 inh | FBPA Giardia inh | AmpC inh detg | HCMV antiviral | AmpC no deterg
O=C(O)CSC1=NC(=Nc2cccc(Cl)c2)C2(CCCCC2)N1c1ccccc1 | -6% | 6% | 10% | ? | -25 | -25%
CC(C)N(Cc1ccccc1)C(=O)CN1C(=O)COc2ccc(S(=O)(=O)N3CCCCCC3)cc21 | 4%&1% | -4% | -3% | 0%&-7% | -81* | 122%[activator]
COc1cccc(N(CC(=O)NC2CCCC2)C(=O)CCC(=O)Nc2cc(C)on2)c1 | -4% | -5% | -2% | ? | 8 | -8%
COC(=O)c1ccc(NC(=O)CC2C(=O)N(c3ccccc3)C(=O)N2Cc2ccc(F)cc2)cc1 (stereo unspecified) | -13% | · | · | -2% | -20 | ·

Next entries
SMILES | Sm TGR block | AMA1-RON2 inh | FBPA Giardia inh | AmpC inh detg | HCMV antiviral | AmpC no deterg
COc1ccccc1N1CCN(C(C)C(=O)Nc2ccc(S(=O)(=O)N3CCOCC3)cc2)CC1 (stereo unspecified) | -4% | 14% | 4% | 1% | 2 | 2%
Cc1cc(NC(=O)CSCC(=O)Nc2cc(C(F)(F)F)ccc2N2CCOCC2)no1 | -2% | -11% | · | -3% | -36 | -16%
O=C(CN1C(=O)NC2(CCc3ccccc3C2)C1=O)Nc1ccc(F)cc1 (stereo unspecified) | -1% | 14% | 0% | 2% | -5 | -17%
COc1cc(OC)cc(-c2c(-c3cccs3)c3cc(-c4ccc(OC)c(F)c4)ccc3n2C)c1 | 1% | -11% | · | 4% | -31 | -26%
Cc1nc2c(C(=O)NCc3ccccc3)c[nH]n2c(=O)c1Cc1ccccc1Cl | -1% | · | · | -1% | 38 | ·
Cc1c(C)n2c(SCC(=O)N3CCN(c4ccccc4)CC3)nnc2[nH]c1=O | 1% | 19% | · | -5% | 10 | -18%
CCCCCSc1cc(O)c(C(CNC)C(C)C)cc1OC (stereo unspecified) | 1% | -2% | 5% | 10% | -4 | 76%[activator]
CCCn1nc(NS(=O)(=O)c2ccc(F)cc2)c2cc3ccccc3nc21 | 73%[activator] | 20% | · | 0% | 23 | 13%
Cc1ccc(N(C(=O)c2nsc(Cl)c2Cl)C(C(=O)NC2CCCC2)c2ccc(O)cc2)cc1C (stereo unspecified) | -3% | -11% | 0% | -11% | ? | -30%

Compounds as they come, and some 7.8% of all compounds hit somewhere here.
